# NCI-60 one-dose screen, 48 h, at 10 µM unless noted. Numbers give growth in % (100 = growth as untreated, 0 = no growth, -100 = all killed).
# HT29 – HT29 colon cancer; 81,000 compounds, 7.4% hits; AID 1794748
# COLO 205 – COLO 205 colon cancer; 79,000 compounds, 7.3% hits; AID 1794742
# NCI/ADR-RES – NCI/ADR-RES ovarian cells. 81,000 compounds, 4.4% hits
# NCI-H522 – NCI-H522 lung cancer | AID 1794739 | 78,000 compounds, 8% hits
# NCI-H460 – NCI-H460 lung cancer. AID 1794736. 82,000 compounds, 6.8% hits
# NCI-H322M – NCI-H322M lung cancer | 80,000 compounds, 2.7% hits
# NCI-H226 – NCI-H226 lung cancer; 79,000 compounds, 3.5% hits
# HCT-15 – HCT-15 colon cancer; 82,000 compounds, 5.2% hits; AID 1794746
# HCT-116 – HCT-116 colon cancer; 82,000 compounds, 7.3% hits; AID 1794798
# Numbers without * were called inactive; / = not tested or not shown; & = joins results of further samples; [ ] = dose if it differs, or a comment. How the source made its calls: active means growth percent below 10; inactive means the rest. Outcome played no part in choosing rows, and some 12% of all compounds hit somewhere here.
SMILES	HCT-15	HCT-116	NCI-H522	HT29	NCI/ADR-RES	NCI-H460	NCI-H226	NCI-H322M	COLO 205
COc1ccc(Cc2cc(-c3ccc(Cl)c(Cl)c3)n[nH]c2=O)cc1	99	103	90	103	103	103	88	94	110
CN(C)c1ccc(-n2nc3ccccc3n2)cc1	108	77	/	111	106	105	86	111	102
CCN(C(=O)N(CC)c1ccccc1)c1ccccc1	95&97	109&91	88&87	96&86	105&98	110&103	100&100	113&114	107&102
Cc1nn(-c2ccc(Cl)cc2)c2ncnc(N/N=C/c3cccc(F)c3)c12	66	79	85	80	82	87	67	80	91
OC(CN1CCC(N2CCCCC2)CC1)Cn1ccc2ccccc21 (stereo not drawn)	103	90	91	71	98	113	95	109	98
N#CCCNc1ccc(-c2ccccc2)cc1	99	98	101	99	99	117	106	109	111
COCc1cc(C(C)(C)C)c(O)c(C(C)(C)C)c1	104	102	100	106	103	101	98	99	121
O=C(c1ccc(Br)cc1)C(Br)C(c1ccccc1)C(c1ccccc1)[N+](=O)[O-] (stereo not drawn)	96	91	91	96	97	102	99	97	111
COc1cc(-c2nc3cc4nc5ccccc5[nH]c4cc3n2)ccc1OCc1ccccc1	90	92	95	106	98	105	90	98	105
CN1CCN(C(=O)[C@@]2(C)CC[C@]3(C)CC[C@]4(C)C(=CC[C@@H]5[C@@]6(C)C/C(=C/c7cccnc7)C(=O)C(C)(C)[C@@H]6CC[C@]54C)[C@@H]3C2)CC1	51	35	76	48	88	63	84	94	/
Oc1ccccc1/C=N/c1ncn[nH]1	99	105	101	92	114	124	122	109	117
CC1=NN(c2nc(-c3c(O)cc(C)oc3=O)cs2)C(=O)/C1=C\c1ccc(Cl)cc1	83	106	110	106	93	110	98	/	116
CCCCCNCCOC(=O)c1ccc(N)cc1	101	105	/	107	116	106	100	97	119
O=C1/C(=C/c2cccc(OCc3ccc(Cl)cc3)c2)N=C2OCCCN12	91	95	88	99	98	100	73	104	114
CCCCCCCCCCCCNC(=S)N/N=C/c1ccc(O)c(OCC)c1	95	101	86	101	98	100	87	99	108
Cc1sc2c(c1C)c(=O)nc1c(-c3nc(-c4ccc(F)cc4)no3)n[nH]n12	92	103	100	110	109	107	93	103	119
COc1ccc(/C=N\NC(=O)c2ccc3nc(-c4ccc(Cl)cc4)[nH]c3c2)cc1	58	19	83	22	74	5.9*	74	56	23
COc1ccc(Cl)cc1Nc1nc(-c2c(C)nc3ncccn23)cs1	87	71	51	83	86	73	89	88	89
COc1ccc2cc1Oc1cc3c(cc1OC)CC[N+](C)(C)C3Cc1ccc(cc1)Oc1c(OC)c(OC)cc3c1C(C2)[N+](C)(C)CC3 (stereo not drawn)	99	104	111	106	105	108	102	115	108
CCCCOCCOCCOC(=O)c1ccccc1	99	77	76	86	101	101	102	112	99
CN(C)CCN1C(=O)NC(c2ccccc2)(c2ccccc2)C1=O	112	109	101	99	110	108	102	109	121
CC1=NC=N/C1=C\c1sc(=S)n(CC(=O)O)c1O	99	110	101	107	104	106	111	111	120
CC1=C(C(=O)OC(C)C)C(c2ccc(O)cc2)NC(=O)N1 (stereo not drawn)	105	97	81	107	100	117	105	106	114
CC(=O)Nc1ccc(C(N)=S)cc1	112	99	80	102	108	102	88	104	107
COC(=O)/C(=C/c1ccccc1)CBr	100	102	96	117	106	106	101	106	112
CCN(CC)CCN(C(=O)CCc1ccccc1)C1CCCCC1	107	102	76	93	100	107	93	98	101
CCOc1ccccc1-c1nc2ccccc2s1	111	102	90	103	104	106	98	101	101
O=c1[nH][nH]c2c(N=Cc3ccccc3O)ccc(F)c12	104	96	74	104	106	110	97	109	/
CC(=O)Nc1ccc(S(=O)(=O)n2ccc(-c3ccc4c(c3)CCC(C)(C)O4)n2)cc1	59	30	54	/	57	41	52	89	89
Cc1c(Cl)c(C)c(Cc2c(C)c(Cl)c(C)c(Cl)c2O)c(O)c1Cl	5.0*	3.2*	7.1*	34	-3.5*	5.2*	16	16	79

# 2 of these compounds in a different format.
# Each structure is followed by: HCT-15	HCT-116	NCI-H522	HT29	NCI/ADR-RES	NCI-H460	NCI-H226	NCI-H322M	COLO 205
> COc1cc(-c2nc3cc4nc5ccccc5[nH]c4cc3n2)ccc1OCc1ccccc1
    90	92	95	106	98	105	90	98	105
> CN1CCN(C(=O)[C@@]2(C)CC[C@]3(C)CC[C@]4(C)C(=CC[C@@H]5[C@@]6(C)C/C(=C/c7cccnc7)C(=O)C(C)(C)[C@@H]6CC[C@]54C)[C@@H]3C2)CC1
    51	35	76	48	88	63	84	94	/

# Following part.
SMILES	HCT-15	HCT-116	NCI-H522	HT29	NCI/ADR-RES	NCI-H460	NCI-H226	NCI-H322M	COLO 205
C=C1C(=O)O[C@H]2[C@H]1CC/C(COC(=O)NCCc1cccc(OC)c1)=C\CC[C@@]1(C)O[C@@H]21	5.3*	-64*	-31*	1.9*	80	75	41	92	-35*
Clc1ccc(Sc2nc(NC3CCCCCC3)nc(Sc3ccc(Cl)cc3)n2)cc1	88	73	123	81	95	97	79	104	96
O=C(CCn1cc[n+](CC(=O)c2ccc(Cl)cc2)c1)Nc1cccc2cccnc12	100	92	91	90	97	100	88	97	96
COc1cccc(-c2nn(-c3ccccc3)cc2-c2ccnc(NCCCNS(=O)(=O)c3ccc(F)cc3)c2)c1	49	45	69	36	49	53	61	82	48
Cn1c(=O)c(C#N)c(-c2ccccc2)n2c(=S)[nH]nc12	102	/	103	105	103	95	92	91	119
COc1ccc(/C=C/c2nn3c(-c4ccco4)nnc3s2)cc1	93	100	95	97	94	102	105	100	110
COc1cc2cc(NCc3cc(Br)c(OCc4ccccn4)c(OC)c3)nc(C)c2cc1OC	41	50	45	35	54	75	71	76	57
COc1ccc2[nH]c(=O)c(CNc3ccc(Nc4nccc(-c5ccc(Cl)cc5)n4)cc3)cc2c1	74	91	84	76	93	94	92	88	100
CCCS(=O)(=O)Nc1ccc(OCc2nnc(-c3ccc(OC)cc3)o2)c(F)c1	100	88	72	109	92	94	92	94	107
Cc1ccc(Nc2nc(N)nc(C(Cl)(Cl)Cl)n2)c(O)c1	102	99	80	107	103	97	89	92	110
C/C(=N\O)c1ccc(NC(=O)CSc2nnc([C@H](C)c3ccc(CC(C)C)cc3)o2)cc1	101	97	88	110	100	115	102	96	113
CC(=O)N1CCc2nc3ccccc3cc21	105	99	92	98	100	99	108	103	98
O=C1OC(=O)c2ccc(-c3ccc4c(c3)ncn4C3CCCCC3)c3cccc1c23	101	94	87	89	103	107	102	98	103
O=C(CCl)Nc1cc(O)c2c(c1)C(=O)c1cccc(O)c1C2=O	-82*	-34*	-89*	-88*	19	-43*	-21*	59	-81*
Cc1ccc(Oc2ccc(NC(=O)Cn3c(=O)ccn(CCCCCCCCOc4ccc(Br)cc4)c3=O)cc2)cc1	81	49	48	62	47	61	57	108	78
O=C(Cn1cc(F)c(=O)[nH]c1=O)c1ccco1	109	107	102	107	102	107	97	119	115
O=C1NN(C(=O)c2ccc(Cl)cc2)C(c2ccccc2)=N/C1=C\c1cn(-c2ccccc2)nc1-c1ccccc1	93	82	85	88	93	99	106	95	109
NC(=S)N1N=C(c2ccc(Cl)cc2)CC1c1cc2ccccc2[nH]c1=O (stereo not drawn)	104	103	84	95	108	108	113	97	115
COc1ccc(/C=N/C2=C(C#N)C(c3ccc(N(C)C)cc3)c3c(ccc4ccccc34)O2)cc1 (stereo not drawn)	87	93	87	113	94	96	82	92	116
C#CCOc1ccccc1C(Nc1ccc([N+](=O)[O-])cc1)c1nnnn1C1CCCCC1 (stereo not drawn)	86	64	61	90	85	94	92	87	112
CCOC(=O)C1CCCC(=O)C1Cc1cccc(OC)c1 (stereo not drawn)	101	111	91	99	104	106	104	121	113
O=C1Nc2ccc(Cl)cc2/C1=N/N=C/c1c[nH]c2ccccc12	67	76	73	87	98	72	82	75	/
Cn1c2c(c3ccc(Cl)c(Cl)c31)C(CN)C(C)(C)NC2=O (stereo not drawn)	97	83	90	96	95	98	106	83	89
COc1ccc(Oc2ccc(/C=C/C(=O)c3cc(OC)c(OC)c(OC)c3)cc2)cc1	94	93	78	97	101	99	95	88	105
Cc1onc(-c2ccccc2)c1C(=O)N/N=C/c1cc(Cl)cc(Cl)c1O	26	21	29	42	17	23	/	16	17
O=C1Nc2ccc(F)cc2/C1=N/c1nnc(Sc2ccc3[nH]ccc3c2)s1	98	106	100	118	103	103	99	103	125
COc1ccc(NC(=O)/C=C/c2ccccc2)cn1	101	113	98	100	106	104	108	101	116
CSc1ccc(N=Cc2ccccc2O)cc1	91	93	83	95	100	102	102	/	110
N#Cc1c(-c2cccc(Br)c2)n2c(nc1=O)SC(=O)C2	105	101	92	102	105	109	99	110	124
C=CCC1CCCCC1=O (stereo not drawn)	100	103	98	105	111	105	99	107	114

# Compounds listed so far with a furan ring, fused or not:
SMILES	HCT-15	HCT-116	NCI-H522	HT29	NCI/ADR-RES	NCI-H460	NCI-H226	NCI-H322M	COLO 205
COc1ccc(/C=C/c2nn3c(-c4ccco4)nnc3s2)cc1	93	100	95	97	94	102	105	100	110
O=C(Cn1cc(F)c(=O)[nH]c1=O)c1ccco1	109	107	102	107	102	107	97	119	115

# Single records, as listed above.
# Profile of O=C1NN(C(=O)c2ccc(Cl)cc2)C(c2ccccc2)=N/C1=C\c1cn(-c2ccccc2)nc1-c1ccccc1 = HCT-15: 93; HCT-116: 82; NCI-H522: 85; HT29: 88; NCI/ADR-RES: 93; NCI-H460: 99; NCI-H226: 106; NCI-H322M: 95; COLO 205: 109
# Profile of O=C1Nc2ccc(Cl)cc2/C1=N/N=C/c1c[nH]c2ccccc12 = HCT-15: 67; HCT-116: 76; NCI-H522: 73; HT29: 87; NCI/ADR-RES: 98; NCI-H460: 72; NCI-H226: 82; NCI-H322M: 75; COLO 205: /
# Profile of N#Cc1c(-c2cccc(Br)c2)n2c(nc1=O)SC(=O)C2 = HCT-15: 105; HCT-116: 101; NCI-H522: 92; HT29: 102; NCI/ADR-RES: 105; NCI-H460: 109; NCI-H226: 99; NCI-H322M: 110; COLO 205: 124

# Carrying on:
SMILES	HCT-15	HCT-116	NCI-H522	HT29	NCI/ADR-RES	NCI-H460	NCI-H226	NCI-H322M	COLO 205
CCOC(=O)Nc1ccccn1	108&112	109&107	94&109	99&109	103&103	113&109	117&103	123&132	119&116
Cc1cc2c(cc1[N+](=O)[O-])NC(CNC(C)C)CC2 (stereo not drawn)	102	96	105	89	95	107	94	113	120
COc1ccc(C2SCC(=O)N2CCc2cccs2)cc1 (stereo not drawn)	112	91	54	101	109	113	106	91	130
COc1ccc2nc(C#N)sc2c1	107[100 µM]	111[100 µM]	100[100 µM]	106[100 µM]	104[100 µM]	106[100 µM]	102[100 µM]	104[100 µM]	127[100 µM]
Nc1nc(Nc2ccccc2SSc2ccccc2Nc2nc(N)nc(-c3cccc(Br)c3)n2)nc(-c2cccc(Br)c2)n1	51	48	/	108	21	32	48	95	116
Cc1nn(-c2ccc(F)cc2)c2ncnc(Cl)c12	99	92	41	90	108	100	85	95	115
CCc1c(C(=O)NC(CC(C)C)c2ccccc2)[nH]c(C)c1C(C)=O (stereo not drawn)	83	88	86	104	101	98	96	92	123
O=Cc1cc([N+](=O)[O-])ccc1Cl	64	13	103	81	65	102	103	98	112
O=C(Nc1cccc(Cl)c1)OCCOc1ccc(Cl)cc1Cl	88	89	77	82	101	103	109	111	110
Nn1c(CCl)nc2c(cnn2-c2ccccc2)c1=O	105	100	102	112	100	104	91	102	105
CCCCCC(C)c1ccc(O)c(C)c1 (stereo not drawn)	103	96	88	103	102	107	96	99	111
COc1cccc(C(Cc2ccccc2)Nc2ccccc2)c1OC (stereo not drawn)	91	77	66	73	98	101	91	101	105
CCOC(=O)c1cc(-c2cc(C)ccc2C)nc2ccccc12	97	96	90	99	91	103	97	106	109
CC(C)CN[C@H]1CS(=O)(=O)C[C@@H]1S(=O)(=O)c1ccc(Cl)cc1	62	58	46	86	87	101	96	97	97
Cc1c(C(=O)C(SC(=S)N2CCN(c3ccccc3)CC2)SC(=S)N2CCN(c3ccccc3)CC2)nnn1-c1ccc(Cl)cc1	96	94	107	110	105	105	104	105	111
CCCCCCC(C)N(CC(C)(C)O)C(=O)c1ccc([N+](=O)[O-])cc1 (stereo not drawn)	104	91	/	92	86	105	95	91	100
CC1(C)S(=O)(=O)OCCOS1(=O)=O	101	95	100	105	103	105	102	100	116
CC(C)=CCN1CCC(C(=O)Nc2ccc(-c3nc4ccccc4[nH]3)cc2)CC1	93	82	98	88	88	95	/	98	104
CC(C)Nc1ccncc1CO	103	98	102	97	103	99	99	107	105
CN1CCN(c2ccc(NC(=O)c3cncnc3Nc3ccc(OCc4cccc(F)c4)c(Cl)c3)cc2)CC1	-40*	17	103	-55*	75	5.3*	95	81	6.1*
CCc1noc2cc(-c3ccccc3)n(C)c(=O)c12	97	96	84	98	107	106	95	103	111
C/C(=N\Nc1ccccc1)c1ccc(NC2=CC(=O)c3ccccc3C2=O)cc1	32	51	43	75	54	24	81	79	88
COc1nc2c(c(=O)[nH]1)C(c1ccccc1)C=C(C(=O)O)N2 (stereo not drawn)	107	103	106	110	114	108	120	131	119
Nc1nc(=O)c2ccccc2c(=O)[nH]1	99	99	96	102	101	105	102	99	109
NCCS(=O)(=O)O	98	106	84	106	109	116	103	104	108
O=C(c1ccccn1)C(O)c1ccccn1 (stereo not drawn)	107	96	79	93	107	104	96	95	114
CC(C)(C)OC(=O)n1cc(-c2nc(-c3ccsc3)cs2)c2ccccc21	99	98	105	110	100	97	88	/	89
O=C(/C=C/c1cc(-c2ccc3c(c2)OCO3)n[nH]1)c1ccc(Cl)cc1	/	92	91	101	102	99	93	98	102
COC(=O)c1ccc2[nH]c(O)c(C(=Nc3ccc(N(C)C(=O)CN4CCN(C)CC4)cc3)c3ccc(C)cc3)c2c1	-39*	-66*	-34*	-23*	71	-43*	5.6*	20	-61*
